# TCR CD3 inh: inhibitors of human TCR-CD3 interaction. TAMRA-labeled TCR probe fluorescence, biochemical. inhibition, % at 9.4 µM. hit rate 0.37% among 360,000; in the data active = inhibition above about 19%;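 also: recombinant mutant TCR 2C K166C tagged with TAMRA read by polarization; 0% = receptor in buffer alone and 100% = receptor with positive control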
# TDP2 inh: TDP2 (human) inhibition, absorbance primary screen. recombinant TDP2, T5PNP hydrolysis, p-nitrophenol absorbance 415 nm. inhibition, % at 12.8 µM. hit rate 0.34% among 370,000. AID 720702;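 active = inhibition above the mean of all tested compounds plus 3 SD, set per campaign, cut at about 25% in these data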;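 also: 0% = DMSO with enzyme and 100% = buffer with substrate but no TDP2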
#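 test system = human TDP2 enzyme | input = TDP2 enzyme at 120 nM final | medium = 50 mM Tris-HCl pH 7.5 with Mg2+, KCl, DTT, BSA | also added = T5PNP substrate, 5 mM | times = 2 h at 37 °C | technique = epi absorbance | benchmarks = high control without enzyme, low control DMSO plus TDP2 | replication = each compound tested once, singlicate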
# LEDGF integ inh: blocks HIV-1 LEDGF/p75-dependent DNA integration. TR-FRET IN-LEDGF/p75 DNA integration, Eu/Cy5. hit rate 0.64% among 370,000. AID 743269. inhibition, % at 3.7 µM;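 active = inhibition above the screen-wide mean plus 3 SD, cut at about 13% in these data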;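 also: signal is the Cy5 over europium emission ratio at 671 and 618 nm; 0% = plate median of compound wells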
# ABHD4 inh: inhibits mouse alpha/beta hydrolase domain 4; Q8VD66; purified mABHD4, FP-Rh probe fluorescence polarization; inhibition, % at 8.92 µM; hit rate 0.54% among 370,000; AID 720543;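 active = inhibition exceeding the mean over every tested compound plus 3 SD, cut at about 30% in these data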;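 also: 0% = plate median of compound wells and 100% = S159A mutant with DMSO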
#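 Material: mouse ABHD4 enzyme, wild type; Benchmarks: S159A mutant high control, sample median low control; Buffer or medium: HEPES pH 7.0, NaCl, Pluronic buffer; Signal: fluorescence polarization; Read-out: percent inhibition of probe binding, normalized to plate controls; Timing: pre-incubation 45 min, probe exposure 60 min, at 25 °C; Dosing: 8.92 µM, single dose.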
# PRMT1 inh: PRMT1 (human) inhibition, primary screen; Q99873; recombinant PRMT1, activity-based probe fluorescence polarization; inhibition, % at 2.79 µM; hit rate 1.3% among 370,000; AID 652257;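 active = inhibition above about 21% made by adding two undisclosed values, limit read from the data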
# PG9 binder: small molecules binding HIV-1 gp120 antibody PG9 | TR-FRET gp120-PG9 antibody binding | inhibition, % at 6.7 µM | hit rate 0.43% among 360,000; in the data active = inhibition above about 8.5%
# HTRA1 inh: blocks human HTRA1 serine peptidase. hit rate 0.5% among 340,000. recombinant HTRA1, FP-rhodamine activity-based probe, fluorescence polarization. inhibition, % at 5.96 µM; in the data active = inhibition above about 36%;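 also: 0% = enzyme with DMSO and 100% = wells lacking enzyme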
# Target sequence (Q92743 whole entry, looked up): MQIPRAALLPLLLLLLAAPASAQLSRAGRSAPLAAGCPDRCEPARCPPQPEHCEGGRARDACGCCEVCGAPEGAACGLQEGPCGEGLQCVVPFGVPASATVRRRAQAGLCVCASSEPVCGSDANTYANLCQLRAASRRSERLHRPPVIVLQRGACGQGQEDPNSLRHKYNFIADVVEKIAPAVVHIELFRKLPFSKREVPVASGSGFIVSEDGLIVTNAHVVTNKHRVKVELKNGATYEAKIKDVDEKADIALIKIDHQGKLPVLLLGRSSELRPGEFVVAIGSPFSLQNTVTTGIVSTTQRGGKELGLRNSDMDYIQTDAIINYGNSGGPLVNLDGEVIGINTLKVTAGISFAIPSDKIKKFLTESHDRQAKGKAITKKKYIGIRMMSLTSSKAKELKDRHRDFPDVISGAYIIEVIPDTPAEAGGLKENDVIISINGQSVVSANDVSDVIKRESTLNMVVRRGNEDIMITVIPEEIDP
# SIAE primary: human SIAE inhibition, primary screen. Q9HAT2. SIAE FP-Rh probe binding, fluorescence polarization. inhibition, % at 9.66 µM. hit rate 0.69% among 370,000. AID 1053197;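 active = inhibition above a cutoff: mean of compounds within the control limits plus 3 SD of those, cut at about 17% in these data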;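 also: 0% = plate median of compound wells and 100% = probe without SIAE protein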
# Target sequence (Q9HAT2 whole entry, looked up): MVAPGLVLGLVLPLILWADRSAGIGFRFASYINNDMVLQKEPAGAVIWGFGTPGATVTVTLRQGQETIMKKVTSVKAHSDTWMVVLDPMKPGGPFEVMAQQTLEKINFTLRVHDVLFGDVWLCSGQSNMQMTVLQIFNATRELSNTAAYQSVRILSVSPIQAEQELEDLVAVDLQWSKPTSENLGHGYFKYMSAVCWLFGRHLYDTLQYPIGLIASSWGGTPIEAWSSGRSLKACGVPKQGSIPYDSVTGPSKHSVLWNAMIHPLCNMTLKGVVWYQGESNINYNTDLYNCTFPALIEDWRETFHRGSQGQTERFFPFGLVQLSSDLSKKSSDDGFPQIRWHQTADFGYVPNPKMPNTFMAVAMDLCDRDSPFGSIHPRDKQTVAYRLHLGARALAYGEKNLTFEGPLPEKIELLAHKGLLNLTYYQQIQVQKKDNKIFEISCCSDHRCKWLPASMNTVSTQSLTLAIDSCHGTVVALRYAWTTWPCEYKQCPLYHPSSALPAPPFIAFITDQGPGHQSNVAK
# DDE Tn7 FP inh: DD(E)-Tn7 binding inhibition, primary FP screen | FP displacement of FITC-Tn7 peptide from fibrin DD(E); 0% = median of compound wells per plate | inhibition, % at 8.3 µM | hit rate 0.13% among 370,000 | AID 720508;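 active = inhibition above the mean of compounds falling within the control limits plus 3 SD of them, cut at about 14% in these data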;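 also: 0% = plate median of compound wells and 100% = 10 µM Aha-Tn7 peptide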
#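 assay system = human clot-derived fibrin DD(E) complex | quantity = Fibrin-DD(E) at 2 µM final | timing = 10 min preincubation, 3 h with tracer, room temperature | signal = fluorescence polarization | measure = percent inhibition | benchmarks = high control wells with 10 µM unlabelled Aha-Tn7 peptide (full inhibition) | replicates = singlicate testing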
# UHRF1 binding: blocks human UHRF1 binding to methylated DNA. Q96T88. UHRF1 binding to methylated oligo, TR-FRET. inhibition, % at 4.4 µM. hit rate 0.75% among 370,000. AID 687016; in the data active = inhibition above about 21%;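 also: UHRF1 SRA domain binding a hemimethylated CpG hairpin DNA probe; 0% = median of test compound wells and 100% = reference inhibitor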
# Numbers without * were called inactive; nt = no result given.
# Codes – A = TCR CD3 inh; B = TDP2 inh; C = LEDGF integ inh; D = ABHD4 inh; E = PRMT1 inh; F = PG9 binder; G = HTRA1 inh; H = SIAE primary; I = DDE Tn7 FP inh; J = UHRF1 binding
Cc1cccc(-c2nc(CN3CCCC(C(=O)NC4CCCC4)C3)c(C)o2)c1 (centres undefined)
  A: 1	B: -3	C: -3	D: -1	E: 0	F: 0.2	G: -1	H: 1	I: 1	J: 3

O=C(Nc1nc2c(Cl)ccc(Cl)c2s1)c1ccco1
  A: 1	B: 9	C: -4	D: -4	E: -5	F: -1.3	G: -1	H: -15	I: 3	J: 1

CCC(C)NC(=O)C1CCCN(S(=O)(=O)c2ccc3c(c2)CC(C)N3C(=O)C2CC2)C1 (centres undefined)
  A: 8	B: -5	C: -4	D: -1	E: -3	F: 0.1	G: 3	H: 9	I: 1	J: -2

COc1cc(NC(=S)N2CCN(C(c3ccccc3)c3ccccc3)CC2)cc(OC)c1
  A: -3	B: -4	C: -1	D: -1	E: 3	F: -0.3	G: -41	H: -1	I: 4	J: 1

CCc1ccc2c(CN3CCC(C(=O)OC)CC3)cc(=O)oc2c1
  A: -3	B: -22	C: 8	D: -4	E: -8	F: -0.7	G: 3	H: -7	I: -5	J: 1

CCCCNC(=O)C[C@H]1C[C@@]2(C(=O)OC)C(=C[C@H](C(C)C)O[C@@H]2C2CC2)N(Cc2cccc3ccccc23)C1=O
  A: nt	B: -3	C: 3	D: -8	E: -7	F: nt	G: nt	H: 2	I: 0	J: -2

CCCN(Cc1cc(=O)[nH]c2ccccc12)C(=O)CC
  A: -2	B: 0	C: -3	D: 4	E: 1	F: -0.5	G: 1	H: 1	I: -1	J: 13

O=C(O)C=C(Br)Br
  A: 0	B: -7	C: -5	D: -6	E: 6	F: 1.0	G: -1	H: -1	I: -1	J: 2

CC(=O)N1CCSc2ccc(S(=O)(=O)NCCc3ccc(Cl)cc3)cc21
  A: 2	B: 6	C: 1	D: 2	E: 2	F: 0.2	G: -3	H: 1	I: 0	J: 0

COc1ccc2oc(=O)cc(CN3CCN(Cc4ccc(OC)c(OC)c4OC)CC3)c2c1
  A: 0	B: -8	C: 7	D: -2	E: -7	F: -3.3	G: -5	H: 2	I: 0	J: 6

CCOC(=O)c1cc(-c2ccccc2)sc1NC(=O)CSc1nnnn1C
  A: -2	B: 11	C: 3	D: -3	E: -1	F: -1.6	G: -17	H: -20	I: -8	J: -4

CCCc1cc(=O)oc2cc(OCC(=O)Nc3cc(C)on3)ccc12
  A: 3	B: -5	C: 1	D: 4	E: -1	F: -0.4	G: -1	H: -4	I: -9	J: 4

O=C(COC(=O)c1cc(=O)[nH]c2ccccc12)Nc1ccc(Cl)c(S(=O)(=O)N2CCOCC2)c1
  A: 3	B: 2	C: 0	D: -14	E: -3	F: -0.5	G: -15	H: -7	I: -3	J: -2

Oc1ccc(-c2csc(-c3c[nH]c4ccccc34)n2)c(O)c1
  A: 5	B: 0	C: 0	D: 23	E: 2	F: -0.8	G: 31	H: 17	I: -5	J: -2

CC1(C)CC(=O)C=C(NCCc2ccccc2)C1
  A: 2	B: 8	C: 0	D: 1	E: -4	F: -1.6	G: -5	H: 17	I: -6	J: 0

COc1ccc(NC(=O)CSc2ccc(NC(C)=O)cc2)cc1S(=O)(=O)N1CCCCC1
  A: 4	B: 13	C: -1	D: -9	E: 1	F: -1.3	G: 1	H: 2	I: -3	J: -1

Nc1cccc(Oc2ccc([N+](=O)[O-])cc2)c1
  A: -2	B: -6	C: -1	D: -3	E: 3	F: -0.6	G: -9	H: 3	I: 3	J: 2

CCN(C(=O)COC(=O)c1ccc(-n2c(C)ccc2C)cc1)c1c(N)n(Cc2ccccc2)c(=O)[nH]c1=O
  A: 5	B: -1	C: -2	D: 3	E: 5	F: 0.8	G: 11	H: -5	I: 8	J: 0

CCc1c(Cc2cccc(F)c2)ncn1CCc1ccccc1OC
  A: 6	B: 3	C: 6	D: 5	E: -2	F: -2.4	G: nt	H: 0	I: -6	J: 0

CC(C(=O)NCc1ccccc1)n1c(Cc2cc(F)cc(F)c2)nc2ccccc21 (centres undefined)
  A: 5	B: -1	C: 0	D: -5	E: -1	F: 1.3	G: nt	H: 9	I: 2	J: 1

Cc1cc(C)c(C#N)c(N2CCN(c3ccccc3)CC2)n1
  A: -5	B: 6	C: -1	D: 4	E: 2	F: -1.0	G: 0	H: 2	I: -6	J: -1

O=c1[nH]c(C2CCN(S(=O)(=O)/C=C/c3ccccc3)CC2)nc2c1nnn2Cc1ccc(F)cc1
  A: 6	B: -10	C: 2	D: -28	E: -1	F: -2.9	G: -58	H: -30	I: 0	J: 1

NC(=O)c1cc([N+](=O)[O-])ccc1NCc1cccc([N+](=O)[O-])c1
  A: 1	B: 1	C: -2	D: 6	E: 0	F: 1.4	G: 2	H: -2	I: 2	J: -2

NC(=O)CC(NC(=O)c1ccc(Br)cc1)c1ccc(N2CCC(Cc3ccccc3)CC2)c([N+](=O)[O-])c1 (centres undefined)
  A: 6	B: -14	C: 2	D: -9	E: -4	F: -0.5	G: -7	H: -7	I: -5	J: 16

CC(C)NS(=O)(=O)c1ccc(OCC(=O)Nc2cccc3ccccc23)cc1
  A: 1	B: -1	C: 4	D: -5	E: -1	F: -3.6	G: -3	H: 4	I: 3	J: -7

# Three entries already listed, ordered by SMILES length, largest number first.
# Codes – A = TCR CD3 inh; B = TDP2 inh; C = LEDGF integ inh; D = ABHD4 inh; E = PRMT1 inh; F = PG9 binder; G = HTRA1 inh; H = SIAE primary; I = DDE Tn7 FP inh; J = UHRF1 binding
NC(=O)CC(NC(=O)c1ccc(Br)cc1)c1ccc(N2CCC(Cc3ccccc3)CC2)c([N+](=O)[O-])c1 (centres undefined)
  A: 6	B: -14	C: 2	D: -9	E: -4	F: -0.5	G: -7	H: -7	I: -5	J: 16

COc1cc(NC(=S)N2CCN(C(c3ccccc3)c3ccccc3)CC2)cc(OC)c1
  A: -3	B: -4	C: -1	D: -1	E: 3	F: -0.3	G: -41	H: -1	I: 4	J: 1

CCCN(Cc1cc(=O)[nH]c2ccccc12)C(=O)CC
  A: -2	B: 0	C: -3	D: 4	E: 1	F: -0.5	G: 1	H: 1	I: -1	J: 13

# Going on with the list.
# Codes – A = TCR CD3 inh; B = TDP2 inh; C = LEDGF integ inh; D = ABHD4 inh; E = PRMT1 inh; F = PG9 binder; G = HTRA1 inh; H = SIAE primary; I = DDE Tn7 FP inh; J = UHRF1 binding
O=C(COc1ccc(Cl)cc1)Nc1ccccc1CO
  A: 4	B: -3	C: -1	D: 1	E: -2	F: -0.1	G: 3	H: 4	I: -8	J: -1

O=C(N/N=C/c1ccccc1[N+](=O)[O-])c1ccc(COc2ccccc2-c2ccccc2)cc1
  A: 8	B: -2	C: -4	D: -21	E: 1	F: -2.6	G: -36	H: -12	I: 5	J: -1

O=C(Nc1nc(-c2ccc(F)c(F)c2)cs1)Nc1ccc(F)cc1F
  A: 2	B: -12	C: 2	D: -7	E: -2	F: -3.0	G: -2	H: 1	I: -3	J: -3

Cc1cc2c(cc1C)N(C(=O)CSC1=NCCS1)C(C)(C)c1ssc(=S)c1-2
  A: 3	B: 4	C: 0	D: 37*	E: 7	F: -0.6	G: 30	H: 9	I: 6	J: -4

COc1ccc(-c2cc(-c3ccc(OC)cc3)[nH]n2)cc1
  A: -2	B: -11	C: 0	D: -16	E: 1	F: 2.8	G: -37	H: -8	I: 2	J: 2

COCCNC(=S)N1CCN(c2nc(-c3cccc(OC)c3)cs2)CC1
  A: -11	B: -15	C: 4	D: -13	E: -1	F: -2.0	G: -8	H: 3	I: 1	J: 4

COc1ccc(COC(=O)C2=C(C)NC(=O)NC2c2ccccc2)cc1 (centres undefined)
  A: -5	B: -28	C: -4	D: -13	E: 10	F: -0.1	G: -10	H: -8	I: -2	J: 1

O=C(O)c1c2c(nc3ccccc13)/C(=C/c1ccc(O)cc1)CC2
  A: 12	B: 15	C: 10	D: 21	E: 12	F: -4.3	G: 14	H: 14	I: -7	J: 37*

N#CC1=C(N)Oc2n[nH]c(-c3ccccc3)c2C1c1cccc(OC(=O)N2CCOCC2)c1 (centres undefined)
  A: -3	B: 7	C: -5	D: 4	E: 2	F: 1.3	G: 3	H: -2	I: 2	J: -5

CCCN(CC(=O)Nc1ccc(F)c(F)c1F)CC(=O)Nc1c(C)n(C)n(-c2ccccc2)c1=O
  A: -5	B: -8	C: -1	D: 1	E: -3	F: -1.1	G: 3	H: -1	I: -1	J: 0

CC(C)NC(=O)CN(C)S(=O)(=O)c1ccc(F)cc1
  A: -2	B: -1	C: 3	D: 4	E: -3	F: 0.4	G: 0	H: -1	I: 0	J: -4

CN(CC(=O)Nc1ccc(F)c(F)c1F)C(=O)C1CCCC1
  A: 2	B: -6	C: -3	D: 1	E: 0	F: -2.2	G: 7	H: 14	I: 8	J: 1

COc1ccc(Nc2c3c(nc4ccccc24)CCC3)cc1
  A: 5	B: -8	C: -1	D: 4	E: -2	F: -0.8	G: 6	H: 3	I: 0	J: -2

O=C(c1cccc(C(=O)N2CCN(c3ccccc3F)CC2)c1)N1CCN(c2ccccc2F)CC1
  A: -7	B: -2	C: 2	D: -4	E: 2	F: -0.3	G: -3	H: 0	I: 6	J: 5

C=C[C@]1(C)C=C2C(=O)C[C@H]3C(C)(C)CCC[C@]3(C(=O)O)[C@@]2(O)CC1
  A: -1	B: 6	C: 1	D: -2	E: 5	F: 0.2	G: nt	H: 7	I: -2	J: 1

COCc1[nH]nc2c1C1(CCSCC1)C(C#N)=C(N)O2
  A: -9	B: 4	C: 1	D: -6	E: 2	F: 1.1	G: 4	H: 2	I: 2	J: -6

Cc1ccc(S(=O)(=O)N2CCC(C(=O)NCCCn3ccnc3)CC2)cc1
  A: 7	B: -5	C: -2	D: -11	E: 2	F: 0.3	G: 1	H: 3	I: 5	J: 3

COc1ccc2c(c1)CCc1c(C(=O)NCc3cccnc3)noc1-2
  A: 5	B: -2	C: 0	D: 0	E: -1	F: 0.6	G: -10	H: -1	I: -6	J: -2

O=C1CCCc2ccccc2N1Cc1ccc(F)cc1
  A: -6	B: -7	C: -6	D: 3	E: 2	F: -1.4	G: 3	H: -1	I: -3	J: 2

Cc1c(C)c2cc(Cl)c(O)c(CN3CCN(C)CC3)c2oc1=O
  A: 2	B: -1	C: -4	D: -1	E: 2	F: 0.5	G: 1	H: -3	I: -4	J: -2

Cc1nc(-c2cccc(C(F)(F)F)c2)sc1C(=O)O
  A: 8	B: -5	C: -1	D: -2	E: 0	F: -0.3	G: 3	H: -6	I: -3	J: 4

CC1CC(C)CN(C(=O)COC(=O)CCc2nc3ccccc3c(=O)[nH]2)C1 (centres undefined)
  A: 6	B: 7	C: 1	D: 0	E: 0	F: 1.7	G: 10	H: 5	I: -1	J: -5

C=CCc1cc(Cl)ccc1OCCNCCN1CCOCC1
  A: 0	B: 10	C: 2	D: 8	E: 5	F: 1.2	G: 10	H: 6	I: 5	J: 6

# Assay outcomes as filed in PubChem BioAssay.
